Screening results deposited in PubChem BioAssay by several laboratories.
CAL PDZ FP-1 = inhibitors of human CAL PDZ peptide binding | purified CAL PDZ, TMR-peptide fluorescence polarization, 1 h | inhibition, % at 20 µM | hit rate 0.02% among 330,000 | AID 504414;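 active = highest replicate inhibition of at least 40%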;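 also: plate controls were DMSO neutral control wells for no effect and unlabeled competitor peptide control wells for full effect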
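material = purified tagged CAL PDZ domain construct (CerCALP) | buffer or medium = sodium phosphate/NaCl buffer pH 7.4 with TCEP, IgG, Thesit | reagent = TMR-labelled reporter peptide T*-PRC34 bound in PDZ groove | incubation = 1 h room-temperature incubation prior to read | measured by = fluorescence polarization (mP) | evaluation = percent inhibition from loss of millipolarization | control set = unlabelled peptide and DMSO controls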
C-LANA FP = inhibitors of KSHV LANA C-terminal domain DNA binding | MBP-C-LANA/FAM-LBS DNA binding, fluorescence polarization | inhibition, % at 9 µM | hit rate 0.078% among 340,000 | AID 504423;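 active = highest replicate inhibition at or above 60% at 9 µM, even if other replicates fall short; inactive = all replicates below 60% inhibition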;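 also: 0% = neutral control wells and 100% = 4 µM acridine orange control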
CAL PDZ FP-2 = inhibitors of human CAL PDZ peptide binding | purified CAL PDZ, TMR-peptide fluorescence polarization, 1 h | inhibition, % at 24.9 µM | AID 602252 | Q9HD26 | hit rate 0.92% among 300,000;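 active = mean inhibition of at least 30% with at least half of replicates also reaching 30%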;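 also: 0% = DMSO neutral control and 100% = excess unlabeled competitor peptide PRC23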
DAGLB inh = blocks human DAGLB lipase activity | Q8NCG7 | AID 504411 | HEK293T DAGLB membrane lysate, EnzChek fluorogenic substrate | inhibition, % at 5.17 µM | hit rate 0.059% among 340,000; in the data active = inhibition above about 34%;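 also: 0% = enzyme with vehicle and 100% = wells lacking enzyme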
Keap1-Nrf2 PPI = inhibitors of human Keap1-Nrf2 protein-protein interaction; Q14145; Keap1 Kelch-Nrf2 peptide fluorescence polarization, 1536-well; inhibition, % at 9.4 µM; hit rate 0.15% among 340,000; AID 504523; in the data active = inhibition above about 12%;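 also: human Keap1 Kelch domain with fluorescein labeled Nrf2 9mer peptide probe; 0% = neutral control wells and 100% = peptide positive control; higher means more block of Keap1 binding to Nrf2 peptide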
RTF Ca sens inh = cardiac RTF calcium desensitization; hit rate 0.12% among 340,000; inhibition, % at 7.15 µM; IANBD-labeled cardiac RTF, Ca2+ fluorescence; P19429+P45379;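 active = inhibition above the mean inhibition of all tested compounds plus 3 SD, cut at about 17% in these data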;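 also: assay run at fixed EC70 calcium of 1.6 mM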
NSD2 HMT inh = inhibitors of human histone methyltransferase NSD2; O96028; NSD2 peptide methylation, AlphaScreen, 120 min; inhibition, % at 12.5 µM; hit rate 0.54% among 310,000; in the data active = inhibition above about 50%
Target sequence (O96028 whole entry, looked up): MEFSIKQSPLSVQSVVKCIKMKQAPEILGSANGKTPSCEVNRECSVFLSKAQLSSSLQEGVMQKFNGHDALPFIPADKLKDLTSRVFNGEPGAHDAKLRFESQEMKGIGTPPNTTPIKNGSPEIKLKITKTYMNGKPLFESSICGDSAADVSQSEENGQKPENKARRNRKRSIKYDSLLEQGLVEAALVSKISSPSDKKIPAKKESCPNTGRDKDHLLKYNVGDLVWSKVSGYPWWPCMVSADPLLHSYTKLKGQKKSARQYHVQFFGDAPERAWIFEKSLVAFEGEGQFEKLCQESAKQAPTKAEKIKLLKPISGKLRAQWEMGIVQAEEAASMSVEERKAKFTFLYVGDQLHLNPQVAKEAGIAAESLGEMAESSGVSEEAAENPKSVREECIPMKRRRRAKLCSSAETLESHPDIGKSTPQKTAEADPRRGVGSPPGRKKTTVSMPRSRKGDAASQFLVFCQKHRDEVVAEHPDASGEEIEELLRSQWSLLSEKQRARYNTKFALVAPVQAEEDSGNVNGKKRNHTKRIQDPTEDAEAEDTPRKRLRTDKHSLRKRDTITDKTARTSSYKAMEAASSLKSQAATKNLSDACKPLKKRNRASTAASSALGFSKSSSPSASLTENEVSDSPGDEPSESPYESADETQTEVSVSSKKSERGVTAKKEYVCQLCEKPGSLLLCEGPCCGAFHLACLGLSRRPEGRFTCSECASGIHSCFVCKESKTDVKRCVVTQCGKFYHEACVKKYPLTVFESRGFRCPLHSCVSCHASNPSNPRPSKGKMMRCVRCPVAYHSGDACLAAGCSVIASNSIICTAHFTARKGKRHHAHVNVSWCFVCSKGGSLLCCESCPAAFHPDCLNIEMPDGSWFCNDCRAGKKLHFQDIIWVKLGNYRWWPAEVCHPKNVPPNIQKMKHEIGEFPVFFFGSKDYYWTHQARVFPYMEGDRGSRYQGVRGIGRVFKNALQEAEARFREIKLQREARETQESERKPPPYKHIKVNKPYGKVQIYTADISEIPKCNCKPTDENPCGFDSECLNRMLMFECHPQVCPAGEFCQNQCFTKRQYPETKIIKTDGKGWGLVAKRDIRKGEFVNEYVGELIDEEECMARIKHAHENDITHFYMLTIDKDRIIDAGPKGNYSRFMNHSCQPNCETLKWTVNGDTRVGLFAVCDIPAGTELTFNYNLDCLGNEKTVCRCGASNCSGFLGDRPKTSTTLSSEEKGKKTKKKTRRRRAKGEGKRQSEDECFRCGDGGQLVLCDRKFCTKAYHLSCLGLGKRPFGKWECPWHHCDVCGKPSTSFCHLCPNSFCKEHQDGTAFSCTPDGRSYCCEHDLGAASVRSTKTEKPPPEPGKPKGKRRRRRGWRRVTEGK
DSG3 Ab inh = blocks pemphigus antibody binding to human desmoglein-3; hit rate 0.48% among 310,000; AID 588358; DSG3-coupled beads, scFv-anti-DSG3-GFP binding, flow cytometry; hits give low values; binding (percent of control), % at 10 µM;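 active = binding more than 3 SD below its plate's average and above zero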;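 also: hits lower antibody fragment binding to DSG3; some compounds called inactive have numbers as strong as hits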
V-ATPase pH = yeast V-ATPase proton transport regulation by pHLuorin; S. cerevisiae, pHLuorin cytosolic pH fluorescence; response, % at 10 µM; hit rate 0.37% among 350,000; in the data active = response mostly above about 7.3%, no sharp cut-off; inactive = mostly below about 5.4%; also: actives read high; inactives centre near 0; some compounds called inactive have numbers as strong as hits
Arr AP2 block = inhibitors of human beta-arrestin and AP2 interaction | FITC-arrestin peptide / GST-AP2 beads, flow cytometry; AP2 beta2 appendage carries R879A mutation | inhibition, % at 10 µM | hit rate 0.31% among 340,000;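 active = inhibition above a set limit, near 3 SD of compounds lacking own fluorescence, cut at about 54% in these data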;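 also: plate controls were DMSO wells for no effect and 5 µM unlabelled arrestin peptide for full effect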
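Material – AP2 appendage R879A on GSH beads · Buffer or medium – PBS with 0.05% Tween 20 and 0.1% BSA · Probe or stimulus – fluorescein-tagged arrestin peptide at 50 nM final · Incubation – compound with beads 12 min RT, then probe 1 h RT · Detection – high-throughput flow cytometry of beads, ex 488, em 535 nm · Evaluation – percent response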
Active calls of the source: *; . = no result given. These rows are one share of the data; the hit share may differ from the screen's.

SMILES	CAL PDZ FP-1	C-LANA FP	CAL PDZ FP-2	DAGLB inh	Keap1-Nrf2 PPI	RTF Ca sens inh	NSD2 HMT inh	DSG3 Ab inh	V-ATPase pH	Arr AP2 block
Oc1ccccc1-c1nc(NCc2ccccc2)c2ccccc2n1	-2.0	-8.4	-1	-7	-9	0	-8	103	-1	13
Nc1nonc1-n1nnc(C(=O)N/N=C/c2ccc(O)cc2)c1COc1ccc(F)cc1	0.4	-1.1	-4	3	-3	3	.	85	5	3
COc1ccc(-c2nnc(SCC(=O)N(C)C3CCS(=O)(=O)C3)n2N)cc1OC (centres undefined)	-0.9	-0.1	-5	0	-3	-15	0	98	5	6
CC(c1ccccc1)N1CNc2c(c(=O)n(C)c(=O)n2C)C1 (centres undefined)	-0.4	-0.1	1	-3	0	-7	0	105	0	23
CC1(C)CC(NC(=O)C2CCN(S(=O)(=O)c3ccc(F)cc3)CC2)CC(C)(C)N1	-0.5	0.5	6	2	0	-4	-2	91	0	-4
Cc1ccc(N2C(=O)N3[C@@H]4c5ccccc5OC[C@@H]4[C@@H](c4ccccc4)[C@@]3(C)C2=O)cc1	-0.3	-2.3	-3	-5	2	2	.	101	4	-3
COc1cc(CCC(=O)OCC(=O)N2CCc3ccccc32)cc(OC)c1OC	-0.4	0.4	-3	-5	-1	0	-2	94	-2	22
Cc1ccccc1Cn1cc(NC(=O)c2nc3ncccn3n2)cn1	-1.2	1.7	-4	0	2	1	-3	95	-4	34
O=C(Cn1ccc([N+](=O)[O-])n1)NCc1ccco1	-1.6	1.0	-1	-3	2	3	.	82	0	2
CC(=N)c1c(O)c2ccccc2oc1=O	-1.8	-1.3	-6	3	-3	0	2	94	-1	4
COc1cc(C)c(S(=O)(=O)NOCc2ccc([N+](=O)[O-])cc2)c(C)c1C	0.6	-1.7	-1	-1	-5	4	-2	120	2	-6
Cc1nc2cc(NC(=O)NCc3ccccc3)ccc2o1	-2.3	0.1	2	1	-1	-4	-1	65	1	1
Cc1ccccc1Nc1c(-c2ccccn2)nc2ccccn12	0.2	0.4	82*	2	4	-10	11	82	-2	-2
CSc1ccccc1OCc1cc(C(=O)N2CCNC(=O)C2)no1	-2.3	0.9	-6	0	1	-10	-1	.	1	-6
CCCCn1c(N)c(N(CC(C)C)C(=O)C2CCN(C(=O)c3ccc(Cl)cc3)CC2)c(=O)[nH]c1=O	-2.0	-1.1	-1	2	-2	-11	-3	103	5	0
Cc1ccc(-c2nc3ccc(Cl)cc3c(=O)n2O)cc1	-0.1	-3.8	5	-3	-6	-8	0	127	4	16
O=C1CN(C(=O)c2ccccn2)c2ccccc2N1	-1.2	1.3	-7	0	-1	-2	6	105	-4	5
CCN(CC)CCn1cnc2c([nH]c3cccc(OC)c32)c1=O	-4.8	-0.2	-3	-3	-2	-17	15	95	10	29
O=C(NNC(=O)c1cc(-c2cccnc2)nc2ccccc12)Nc1ccc(Cl)cc1	-5.0	0.0	3	-6	-3	-2	-1	110	0	-8
Cc1ccccc1Nc1nc(N)nc(COC(=O)[C@@H](NC(=O)c2ccccc2Cl)C(C)C)n1	-2.1	0.0	-4	2	1	-10	-1	98	11	37
O=C(NCc1ccc2c(c1)OCO2)c1nc(S(=O)(=O)Cc2ccccc2)ncc1Cl	-1.6	0.4	-4	0	-7	1	-4	101	-4	-7
Nc1nccnc1C(=O)OCC(=O)C12CC3CC(CC(C3)C1)C2	-0.1	-1.1	.	-1	0	-4	0	108	4	0
CC(C)Oc1ccc(C(=O)Nc2ccc([N+](=O)[O-])cc2)cc1	-3.3	-0.7	1	-2	-4	-11	-2	85	-4	1
COc1ccc(C2=NOC(COC(=O)c3ccc4ccccc4n3)C2)cc1 (centres undefined)	-1.1	-0.5	-1	1	-3	12	2	96	1	3
N#Cc1nc(COc2cccc(Cl)c2)oc1N1CCN(c2ccccc2)CC1	-0.3	0.3	-10	-10	-1	-7	-5	97	4	-3
Cc1cc(NC(=O)CSc2nc3c(c(=O)n2-c2ccc(Cl)cc2)SCC3)no1	-2.3	-1.1	-3	0	-3	-9	2	85	0	-8
Cc1nc(SCC(=O)NCc2ccco2)[nH]c(=O)c1C	-6.6	-1.4	0	1	-1	0	2	112	2	4
CCc1ccc(CN(C(=O)c2ccco2)C2CCS(=O)(=O)C2)cc1 (centres undefined)	-2.7	1.6	0	1	0	13	-7	106	3	67*
CN(Cc1ccc(F)cc1)C(=O)C(Cc1ccccc1)NC(=O)c1ccccc1 (centres undefined)	-1.7	0.9	-2	-2	-5	5	-1	104	3	-15
Cc1ccc(C2C3CN(C(C)C)CC=C3C(C#N)=C(N)C2(C#N)C#N)cc1 (centres undefined)	-1.7	41	-3	-11	23*	-130	.	99	-2	6
O=C(COc1ccc(-c2nnco2)cc1)N1CCN(S(=O)(=O)c2ccccc2)CC1	-2.7	0.2	1	-2	3	-4	-6	101	3	-15
CCC1(CC)NC(=O)N(CC(=O)OCC(=O)NC(=O)c2ccc(Cl)cc2)C1=O	-1.5	0.0	-2	1	-6	13	-1	110	3	16
CC(=O)NC(=S)Nc1sc2c(c1C(N)=O)CCC(C)C2 (centres undefined)	-2.7	0.7	3	3	0	-9	1	87	4	.
NC(=O)c1ccc(-n2nnnc2SCC(=O)c2ccc(O)c(O)c2)cc1	-0.6	1.1	-7	3	3	-3	89*	94	-1	15
Cc1cc(C(F)(F)F)nc(-n2cc(-c3ccccc3)nn2)n1	-0.8	0.4	-1	1	1	11	-2	107	-2	48
COc1cccc(NC(=O)C(C)SCc2ccccc2)c1 (centres undefined)	-1.5	-0.6	-6	-2	-2	1	-11	98	2	-11
Cc1ccccc1NC(=O)Cc1nc(COC(=O)c2ncc(Cl)c(Cl)c2Cl)cs1	-0.4	-0.9	.	-3	-8	-1	-8	106	-5	6
COc1cc(/C=N/NC(=O)CCc2c(C)n[nH]c2C)ccc1O	-0.5	1.0	-3	-4	-3	-3	-1	.	-5	4
COc1ccc(C(=Cc2cc(OC)c(OC)cc2[N+](=O)[O-])C(=O)O)cc1	-0.4	0.1	-1	1	-2	1	2	109	0	2
CCCCn1c(N)c(N(CC)C(=O)c2ccncc2)c(=O)[nH]c1=O	0.2	-4.7	-4	0	4	-4	-1	.	5	23
COc1cc2c(C(=O)NCc3ccc4c(c3)OCO4)cn(CC(C)C)c(=O)c2cc1OC	-0.3	-1.1	-1	0	-3	5	1	110	2	18
O=C(Nc1ccccc1)OCCOc1cccc(Br)c1	-3.5	-2.2	-6	-10	-5	3	.	109	2	-9
O=C(NN1C(=O)C2C3CCC(O3)C2C1=O)c1ccco1 (centres undefined)	-0.3	0.3	3	0	1	-3	-1	92	0	2
CC[C@]12c3[nH]c4cc(CCC(=O)N(C)C)ccc4c3CCN1C(=O)[C@@H](CC(=O)NCCN1CCOCC1)C[C@@H]2C(=O)N1CCN(C(=O)C2CC2)CC1	0.0	0.4	-6	-2	0	0	.	99	-1	7
Cc1oc(-c2ccccc2Cl)nc1CS(=O)CC(=O)N1CCN(c2ccccc2)CC1 (centres undefined)	-1.2	0.0	-2	-2	-2	-6	13	.	1	0

Some of the entries above in a different format.
| mol | CAL PDZ FP-1 | C-LANA FP | CAL PDZ FP-2 | DAGLB inh | Keap1-Nrf2 PPI | RTF Ca sens inh | NSD2 HMT inh | DSG3 Ab inh | V-ATPase pH | Arr AP2 block |
| --- | --- | --- | --- | --- | --- | --- | --- | --- | --- | --- |
| Cc1cc(C(F)(F)F)nc(-n2cc(-c3ccccc3)nn2)n1 | -0.8 | 0.4 | -1 | 1 | 1 | 11 | -2 | 107 | -2 | 48 |
| COc1cccc(NC(=O)C(C)SCc2ccccc2)c1 (centres undefined) | -1.5 | -0.6 | -6 | -2 | -2 | 1 | -11 | 98 | 2 | -11 |
| O=C(COc1ccc(-c2nnco2)cc1)N1CCN(S(=O)(=O)c2ccccc2)CC1 | -2.7 | 0.2 | 1 | -2 | 3 | -4 | -6 | 101 | 3 | -15 |
| COc1cc(/C=N/NC(=O)CCc2c(C)n[nH]c2C)ccc1O | -0.5 | 1.0 | -3 | -4 | -3 | -3 | -1 | . | -5 | 4 |
| O=C(NN1C(=O)C2C3CCC(O3)C2C1=O)c1ccco1 (centres undefined) | -0.3 | 0.3 | 3 | 0 | 1 | -3 | -1 | 92 | 0 | 2 |

Of the compounds above, 3 have two or more sulfur atoms.
SMILES	CAL PDZ FP-1	C-LANA FP	CAL PDZ FP-2	DAGLB inh	Keap1-Nrf2 PPI	RTF Ca sens inh	NSD2 HMT inh	DSG3 Ab inh	V-ATPase pH	Arr AP2 block
COc1ccc(-c2nnc(SCC(=O)N(C)C3CCS(=O)(=O)C3)n2N)cc1OC (centres undefined)	-0.9	-0.1	-5	0	-3	-15	0	98	5	6
Cc1cc(NC(=O)CSc2nc3c(c(=O)n2-c2ccc(Cl)cc2)SCC3)no1	-2.3	-1.1	-3	0	-3	-9	2	85	0	-8
CC(=O)NC(=S)Nc1sc2c(c1C(N)=O)CCC(C)C2 (centres undefined)	-2.7	0.7	3	3	0	-9	1	87	4	.

(list continues)
SMILES	CAL PDZ FP-1	C-LANA FP	CAL PDZ FP-2	DAGLB inh	Keap1-Nrf2 PPI	RTF Ca sens inh	NSD2 HMT inh	DSG3 Ab inh	V-ATPase pH	Arr AP2 block
Cc1ccc(S(=O)(=O)CCC(=O)OCc2ccccc2F)cc1	-0.9	-0.9	-6	-5	1	-15	-3	108	-2	-5
O=C(C1CCC1)N1CCN(S(=O)(=O)c2ccc([N+](=O)[O-])cc2)CC1	-0.4	-0.4	-2	0	-5	-11	.	.	-4	-5
CCCCN=C1CC(C)(C)CC(=O)/C1=C(/O)CCCN1C(=O)c2ccccc2C1=O	-0.9	-0.1	-3	-1	-5	6	-3	116	3	9
Cc1ccc(S(=O)(=O)NCc2n[nH]c(=S)n2C)cc1	-1.5	-0.3	-1	-1	-4	-12	-1	103	5	6
CC(CN(C)C)CN1c2ccccc2CCc2ccccc21 (centres undefined)	-0.3	-0.7	0	1	-3	-10	.	120	3	6
COc1cc(C(=O)Nc2cc(Cl)ccc2-n2cncn2)ccc1OC(F)F	-1.0	1.3	-4	-2	0	12	-2	99	-4	25
COc1ccc(NC(=O)c2cccc(N3C(=O)C4C5C=CC(C6CC56)C4C3=O)c2)cc1 (centres undefined)	-1.8	0.0	-2	-2	1	-10	-1	98	1	0
O=C(Nc1ccc(Cl)cc1)NN1CC(=O)N(c2cccc(C(F)(F)F)c2)CC1=O	-0.8	-0.5	-1	2	-5	1	.	101	2	3
CC(C)CSC1=NSC2=NC(=O)/C(=C\c3cccs3)C(=N)N12	-1.9	-0.6	-3	26	-4	-4	8	99	-1	8
